N-glyco inh: N-linked glycosylation inhibition. D54 ERlucT glycosylation luciferase reporter, 24 h; percent of 100 nM tunicamycin response. reporter increase, % at 12.5 µM. actives 0.23% (n = 360,000);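 active means mean luciferase reporter signal, scaled so untreated is 0 and the glycosylation-blocking control 100, at or above a set limit in every replicate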;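 further: luciferase carries N-glycosylation sites so blocking glycosylation raises the light; 0% = median of neutral control wells and 100% = median of 100 nM tunicamycin wells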
ABCB6 inh 2: human ABCB6 transporter inhibition. Q9NP58. K562-ABCB6 porphyrin accumulation, flow cytometry, 1 h; active compounds read low. fluorescence ratio to DMSO, % at 10 µM. actives 0.19% (n = 360,000);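 active means fluorescence ratio to DMSO below 75%, the collection mean minus 3 SD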;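 further: signal is porphyrin accumulated inside mitochondria; 100% equals median channel fluorescence of DMSO control wells; lower ratio means ABCB6 inhibition with less porphyrin fluorescence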
aDG glyco up: alpha-DG glycosylation activation. activation, % at 10 µM. AID 624168. Pro5-aDG cells, alpha-DG glycosylation AlphaScreen (IIH6); 0% Pro5, 100% B10-LARGE cell signal. actives 0.22% (n = 360,000);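 active means activation of at least 8% versus controls, or a plate z-score of at least 8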;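 further: Pro5 are CHO cells carrying HIG-tagged alpha-DG that lacks glycosylation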
Vif imaging: HIV Vif inhibition. actives 0.35% (n = 340,000). inhibition, % at 7.49 µM. AID 602346. HEK293T cells, Vif self-association by quenched fluorescence, imaging, 24 h; in the data active means inhibition above about 50%, passing the limit was not always enough; further: some results filed as inactive read as strong as hits
MC4R antag cAMP: blocks human MC4R cAMP signaling. P32245. MC4R-expressing cells, MTII-stimulated cAMP, LANCE TR-FRET. inhibition, % at 6.5 µM. actives 0.48% (n = 360,000). AID 540295;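 active means inhibition above its plate's cutoff, the mean of tested wells on that plate plus 3 SD, cut at about 29% in these data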;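 further: 0% = Melanotan II alone and 100% = Melanotan II plus saturating MCL0020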
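Assay system: U2OS cells stably expressing human melanocortin 4 receptor (MC4R) / Dosing: 6.5 µM / Timing: compound 30 min, challenge 1 h, detection 1 h / Measured by: Eu-cAMP/anti-cAMP TR-FRET, emission 671 nm / Replicates: singlicate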
Granule exo inh: lytic granule exocytosis inhibition; actives 0.66% (n = 360,000); AID 651702; inhibition, % at 10 µM; TALL-104 LAMP-1 surface exposure, flow cytometry; cells stimulated with thapsigargin and PMA;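 active means inhibition above about 55%, limit read from the data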
NOD2-RIPK2 inh: NOD2-RIPK2 protein interaction inhibition; AID 624267; CHO BLA complementation NOD2-RIPK2, CCF4 ratio; inhibition, % at 4.98 µM; O43353; actives 0.38% (n = 360,000); in the data active means inhibition above about 21%;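 further: 0% = vehicle only and 100% = reference blocker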
ABHD5 PLIN5 PPI: blocks binding of human ABHD5 to perilipin-5; Split G. princeps luciferase complementation, luminescence, 4 h; inhibition, % at 4 µM; actives 0.78% (n = 360,000); AID 602281;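 active means inhibition above the mean inhibition across every tested compound plus 3 SD, cut at about 22% in these data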;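 further: 0% = DMSO only wells and the 100% control is not disclosed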
Target sequence (Q00G26 whole entry, looked up): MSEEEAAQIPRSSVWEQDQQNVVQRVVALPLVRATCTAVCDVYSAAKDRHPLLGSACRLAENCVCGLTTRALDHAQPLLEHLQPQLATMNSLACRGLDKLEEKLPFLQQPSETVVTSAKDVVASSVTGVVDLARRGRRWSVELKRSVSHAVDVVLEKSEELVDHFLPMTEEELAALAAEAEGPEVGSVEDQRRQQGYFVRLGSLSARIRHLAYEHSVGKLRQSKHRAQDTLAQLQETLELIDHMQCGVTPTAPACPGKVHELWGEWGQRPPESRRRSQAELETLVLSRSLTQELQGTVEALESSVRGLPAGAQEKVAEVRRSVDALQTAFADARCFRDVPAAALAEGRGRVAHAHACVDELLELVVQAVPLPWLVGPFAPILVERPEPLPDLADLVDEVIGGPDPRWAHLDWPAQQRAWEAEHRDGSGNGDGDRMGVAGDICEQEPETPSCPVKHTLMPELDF
Target sequence (Q8WTS1 whole entry, looked up): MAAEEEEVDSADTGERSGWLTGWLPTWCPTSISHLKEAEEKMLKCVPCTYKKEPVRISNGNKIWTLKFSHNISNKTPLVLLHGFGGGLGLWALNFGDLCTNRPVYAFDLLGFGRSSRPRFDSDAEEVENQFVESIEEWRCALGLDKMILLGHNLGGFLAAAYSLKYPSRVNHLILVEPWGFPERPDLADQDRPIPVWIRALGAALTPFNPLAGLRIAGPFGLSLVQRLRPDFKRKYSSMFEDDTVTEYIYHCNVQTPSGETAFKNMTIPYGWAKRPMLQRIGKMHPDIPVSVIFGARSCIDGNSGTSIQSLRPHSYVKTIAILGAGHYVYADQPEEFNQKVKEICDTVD
TLR9-MyD88 inh: inhibitors of human TLR9-MyD88 binding; Q9NR96+Q99836; CHO BLA complementation TLR9-MyD88, CCF4 FRET ratio; inhibition, % at 4.98 µM; actives 0.21% (n = 340,000); AID 504734;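 active means inhibition above the mean over all tested compounds plus 3 SD, cut at about 21% in these data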;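 further: 0% = DMSO only wells and 100% = clavulanate BLA inhibitor control wells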
MC4R ag barr: agonists of human melanocortin 4 receptor (MC4R) beta-arrestin | P32245 | U2OS MC4R beta-arrestin complementation, luminescence; percent of melanotan II response, DMSO zero | activation, % at 8.9 µM | actives 0.98% (n = 360,000);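 active means activation above a per-plate cutoff, the mean activation of sample wells on that plate plus 3 SD, cut at about 8% in these data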
* hit, by the source's call; . = no result given. The list is partial; the hit share may differ from the screen's.

Start of the listing, in advance, three compounds:
SMILES | N-glyco inh | ABCB6 inh 2 | aDG glyco up | Vif imaging | MC4R antag cAMP | Granule exo inh | NOD2-RIPK2 inh | ABHD5 PLIN5 PPI | TLR9-MyD88 inh | MC4R ag barr
O=C(CSc1cccc[n+]1[O-])Nc1ccc(Cl)cc1F | 3 | 104 | 0.0 | 10 | 3 | 5 | -7 | 4 | -2 | -1.6
CCOC(=O)C1CCN(S(=O)(=O)c2ccc3c(c2)N(C(C)=O)CC(C)S3)CC1 (stereo unspecified) | 0 | 92 | 1.2 | -2 | 14 | -11 | -9 | -14 | -10 | -0.9
Cc1nnc2c(NCC(C)c3ccccc3)nc3ccccc3n12 (stereo unspecified) | 12 | 100 | 0.1 | -7 | -1 | 0 | -2 | 4 | -8 | 2.3

The list itself, from the first entry:
SMILES | N-glyco inh | ABCB6 inh 2 | aDG glyco up | Vif imaging | MC4R antag cAMP | Granule exo inh | NOD2-RIPK2 inh | ABHD5 PLIN5 PPI | TLR9-MyD88 inh | MC4R ag barr
O=C(CSc1cccc[n+]1[O-])Nc1ccc(Cl)cc1F | 3 | 104 | 0.0 | 10 | 3 | 5 | -7 | 4 | -2 | -1.6
CCOC(=O)C1CCN(S(=O)(=O)c2ccc3c(c2)N(C(C)=O)CC(C)S3)CC1 (stereo unspecified) | 0 | 92 | 1.2 | -2 | 14 | -11 | -9 | -14 | -10 | -0.9
Cc1nnc2c(NCC(C)c3ccccc3)nc3ccccc3n12 (stereo unspecified) | 12 | 100 | 0.1 | -7 | -1 | 0 | -2 | 4 | -8 | 2.3
Cc1ccc(C2=CC(=O)C[C@H](c3ccc4c(c3)OCO4)C2)cc1 | 1 | 95 | -0.3 | 1 | -4 | 37 | -16 | 9 | 0 | -1.0
C#CCNc1c(C)c(C)nc2ncnn12 | 1 | 98 | -0.1 | -1 | -9 | 0 | -4 | 5 | -21 | 0.2
O=C(Cn1cc([N+](=O)[O-])cn1)Nc1ccn(Cc2c(F)c(F)c(F)c(F)c2F)n1 | -2 | 99 | 0.0 | 3 | 3 | 0 | -18 | -7 | -6 | 0.5
COc1cc(C(=O)O)nc(OC)n1 | -1 | 105 | -0.1 | 6 | 9 | -2 | 9 | 1 | 12 | -1.7
COc1cc2c(c(O)c1OC)-c1c(cc(OC)c(OC)c1OC)C[C@@H](C)[C@@H](C)C2 | -1 | 95 | 0.1 | -7 | 4 | -5 | 1 | 0 | 10 | -0.4
CCOc1ccc(Cl)cc1S(=O)(=O)NCc1cccnc1 | 2 | 100 | 0.0 | -1 | 11 | 0 | 3 | -2 | -9 | 0.2
COc1ccc(N2CCN(c3ncnc4sc(C(=O)NCC5CCCO5)c(C)c34)CC2)cc1 (stereo unspecified) | -1 | 105 | -0.1 | -3 | 23 | 2 | 0 | -4 | -8 | -0.8
O=C(/C=C/c1ccccc1Cl)N1CCCN(C(=O)/C=C/c2ccccc2Cl)CC1 | 3 | 92 | 0.4 | -3 | 6 | -4 | -8 | 8 | 0 | 1.7
COC(=O)c1ccc(S(=O)(=O)NCc2ccc(OC)cc2)n1C | 1 | 97 | -0.1 | -12 | 10 | -6 | -10 | -2 | -3 | 3.4
CC(C)[C@H](NS(=O)(=O)c1cccc(Cl)c1)C(=O)OCC(=O)N1CCN(c2ccccc2)CC1 | -2 | 102 | 0.2 | 2 | 6 | -1 | 3 | 3 | 2 | -0.4
CN1C=Nc2c(ncn2C2CCC(CO)O2)C1O (stereo unspecified) | . | 102 | -0.2 | . | . | -3 | 1 | -1 | . | .
COc1cc(OC)cc(C(=O)Nc2nnc(SCC(=O)NCc3ccco3)s2)c1 | 0 | 98 | -0.3 | -7 | -1 | -1 | -9 | 3 | -6 | -3.8
COc1ccc(CNC(=O)COc2ccc(C)nc2[N+](=O)[O-])cc1 | 5 | 90 | 0.1 | -6 | 3 | 4 | 2 | 0 | -1 | -1.6
O=C(CNc1cccc(C(F)(F)F)c1)N/N=C/c1cccc(Br)c1 | -1 | 99 | 0.9 | -1 | 2 | -4 | -2 | -11 | 4 | 5.3
CNC(=S)N1CCn2cccc2C1c1ccc(F)cc1 (stereo unspecified) | -6 | 107 | 0.2 | 6 | 16 | -4 | -10 | 0 | 4 | 0.0
CS(=O)CSc1nc2c(cc1C#N)CCCC2 (stereo unspecified) | 0 | 102 | -0.1 | 40 | 0 | 2 | -13 | 7 | 3 | 2.0
CCCNC(=S)NC1CC2CCCC(C1)N2Cc1ccc(F)cc1 (stereo unspecified) | -3 | 99 | 0.3 | 5 | 13 | 9 | 6 | 0 | 5 | -0.6
CCC(C)c1ccc(N(CC(=O)NC(C)(C)C)C(=O)CNC(=O)c2cccs2)cc1 (stereo unspecified) | 1 | 96 | 0.1 | 7 | -7 | 4 | -10 | -5 | -5 | 1.9
COc1cc(C2(c3ccc(O)c(OC)c3)C(=O)Nc3c(C)cc(Br)cc32)ccc1O | -1 | 96 | -0.1 | 1 | 13 | 3 | -3 | -1 | 1 | -2.4
OC1CCCCC1Sc1nc2ccccc2s1 (stereo unspecified) | -1 | 102 | 0.1 | 25 | 16 | 1 | -11 | 8 | -7 | -0.6
COc1ccc(CNCCNC(=O)c2ccco2)c(OC)c1OC | 2 | 91 | -0.2 | -10 | 6 | -1 | 0 | 2 | 4 | -0.4
CCOc1ccc(NC(=O)CN(C)C(=O)c2ccccc2SCC(=O)N2CCCC2)cc1OCC | 1 | 101 | 0.4 | -8 | 5 | -1 | -7 | -3 | 15 | -1.6

Additional structures:
SMILES | N-glyco inh | ABCB6 inh 2 | aDG glyco up | Vif imaging | MC4R antag cAMP | Granule exo inh | NOD2-RIPK2 inh | ABHD5 PLIN5 PPI | TLR9-MyD88 inh | MC4R ag barr
CCC1c2ccc(C)n2CCN1C(=O)Nc1ccccc1C(=O)OC (stereo unspecified) | 1 | 108 | -0.3 | 1 | -3 | -1 | -4 | -1 | 4 | -2.3
Cc1ccc(NC(=O)CN(C)C(=O)COc2cccc3cccnc23)cc1 | 5 | 98 | 0.0 | -3 | 8 | -1 | -7 | 2 | 4 | 1.7
CCN(CC)c1nc(Nc2ccccc2)nc(Oc2ccc(C(=O)OC)cc2)n1 | -1 | 100 | 0.3 | 2 | 14 | 1 | -2 | -7 | -8 | -2.6
CC(=C\c1ccccc1)/C=C1/SC(=S)N(CCCC(=O)O)C1=O | 3 | 106 | 0.2 | -10 | 20 | 5 | -4 | -7 | -4 | 2.4
Cc1c(C(=O)N2CCc3ccccc3C2)oc2ccccc12 | -2 | 96 | 1.3 | . | 1 | -7 | 10 | 3 | -4 | 0.5
CC(C)Cn1c(N)c(C(=O)COC(=O)c2ccc(O)cc2)c(=O)n(C)c1=O | 2 | 97 | -0.4 | 2 | 2 | 2 | -7 | 3 | -2 | -1.1
COc1ccccc1CCNC(=O)C(=O)NCC1OCCN1S(=O)(=O)c1cccs1 (stereo unspecified) | 0 | 98 | -0.1 | . | -4 | -3 | 4 | -4 | 4 | -1.9
Cc1ccc(C)c(CSc2nc3[nH]ncc3c(=O)[nH]2)c1 | 11 | 89 | -0.2 | 2 | -35 | -3 | 2 | 1 | 6 | -3.9
O=C(Cc1ccc([N+](=O)[O-])cc1)Nc1nnc(C2CC2)s1 | 3 | 96 | -0.1 | 8 | 8 | -5 | 6 | 1 | -1 | -1.1
C/C(CC(=O)NCCCN1CCOCC1)=N\NC(=O)COc1cccc2ccccc12 | 1 | 97 | 0.0 | 0 | 5 | -3 | -2 | -10 | 2 | -0.5
Cc1nn(-c2nnc(NC3CCCCC3)nn2)c(C)c1Br | -1 | 100 | 0.0 | 6 | 10 | 1 | -7 | 2 | -1 | 1.9
CCCN=C1N(C)C[C@@H]2[C@@H]3C(=O)N(C)C(=O)[C@@H]3[C@](Cc3ccccc3)(C(=O)OC)N12 | 1 | 102 | -0.2 | 7 | -1 | 5 | -3 | -6 | -4 | -2.1
Cc1[nH]c(SCC(=O)Nc2cc(S(C)(=O)=O)ccc2Cl)nc1Cc1ccccc1 | -1 | 99 | 0.0 | 3 | 5 | 6 | 0 | -3 | 3 | -1.7
COCCn1c(CN2CCN(c3ccc(OC)cc3)CC2)nc2c1c(=O)n(C)c(=O)n2C | 0 | 89 | 0.4 | -1 | 0 | -3 | -2 | 2 | 4 | 0.0
c1ccc(-c2cn3c(n2)CCc2ccc4cccnc4c2-3)cc1 | -2 | 99 | 0.7 | 2 | 8 | 10 | -5 | 3 | 4 | -2.9
Cc1cccc(-n2ncc3c2CCCC3NC(=O)CCN2CCCCO2)c1C (stereo unspecified) | . | 99 | 1.5 | . | 1 | -6 | -3 | 2 | -4 | -3.2
O=C(Cc1c(F)cccc1Cl)NCCN1CCOCC1 | 1 | 98 | -0.2 | 1 | 10 | 5 | -9 | -1 | -6 | 1.0
Cc1ncc([N+](=O)[O-])n1S(=O)(=O)c1ccc2c(c1)OCCO2 | 2 | 95 | 0.1 | 6 | 7 | 2 | -3 | 10 | 0 | 0.4
Cc1ccccc1C(=O)N(C)[C@H]1C[C@H]2c3[nH]c4ccccc4c3CCN2C(=O)[C@H]1[C@H](C)O | 3 | 95 | 0.0 | . | 11 | -1 | 7 | 5 | 1 | -0.1
Cc1ccc(C)c(NC(=O)CN(C)C(=O)c2cccc(-n3cccc3)c2)c1 | 2 | 98 | 1.3 | -9 | -4 | 2 | -9 | 2 | 3 | -3.5
COc1ccc2nc(N3CCC(O)CC3)c(C#N)cc2c1 | 2 | 119 | 0.1 | . | -5 | 3 | 2 | -3 | 8 | -2.3
CCCCCCSc1cc(C)nc2ncnn12 | 3 | 92 | 0.2 | -13 | 16 | -5 | -4 | -8 | -1 | 2.7
COCCNC(=O)c1c(N)n(-c2cccc(C)c2)c2nc3ccccc3nc12 | -3 | 97 | -0.1 | -14 | 1 | 0 | 4 | 4 | -6 | -0.3
CN1C=C/C(=C\c2cc[n+](C)c3ccccc23)c2ccccc21 | -7 | 99 | 2.3 | -20 | -9 | 2 | 1 | -10 | 1 | -2.8
CC(C)(CNC(=O)c1ccc(NS(=O)(=O)c2ccc(F)c(F)c2)cc1)N1CCOCC1 | -1 | 83 | -0.2 | -3 | 1 | -2 | 0 | -5 | 2 | 1.0

(continued)
SMILES | N-glyco inh | ABCB6 inh 2 | aDG glyco up | Vif imaging | MC4R antag cAMP | Granule exo inh | NOD2-RIPK2 inh | ABHD5 PLIN5 PPI | TLR9-MyD88 inh | MC4R ag barr
O=C(CCc1ccccc1Cl)Nc1cc(S(=O)(=O)N2CCOCC2)ccc1N1CCCC1 | 0 | 101 | -0.1 | -6 | 14 | 12 | -2 | 5 | -7 | -3.7
O=C(NCc1cccs1)c1ccccc1[N+](=O)[O-] | 2 | 99 | 0.0 | -5 | 13 | 8 | -11 | 1 | -1 | -3.2
NC(=O)c1cccc(-c2csc(C(O)c3cccc(Cl)c3)n2)c1 (stereo unspecified) | 1 | 99 | -0.2 | 0 | 26 | -8 | -2 | 6 | . | -0.2
CCOC(=O)c1c(NC(=O)CC2SC(=NC)N(C)C2=O)sc(C)c1C (stereo unspecified) | 3 | 100 | -0.1 | -3 | -7 | 0 | 1 | 1 | 5 | -1.6
CCOC(=O)CSc1nc(C)c(C(C)=O)cc1C(N)=O | 2 | 103 | -0.2 | -2 | 5 | -1 | -16 | 3 | -3 | -0.8
O=C(Oc1cccc2ccccc12)C1CC1 | -1 | 99 | 0.1 | 3 | -2 | 0 | -4 | -3 | 0 | 0.1
CCOC(=O)C1C(=O)CC(=O)CC1CC(C)SCC (stereo unspecified) | 1 | 103 | 0.2 | -3 | 13 | -1 | -6 | -1 | -40 | -0.3
